Screens as filed in PubChem BioAssay.
All columns: NCI-60 one-dose screen, growth in % after 48 h at 10 µM unless noted; 100 = growth as untreated, 0 = no growth, -100 = all killed.
HL-60(TB): HL-60(TB) leukemia cells | 78,000 tested, 9% active; active means growth percent below 10
An asterisk follows results filed as active.

SMILES | HL-60(TB)
COc1ccc(-n2c(COc3ccc(F)cc3)n[nH]c2=S)cc1 | 126
C=CCn1c(SCC(=O)Nc2ccc(C(=O)/C=C/c3ccc(Cl)cc3)cc2)nnc1-c1cc(-c2ccc(Cl)cc2)nc2ccccc12 | 99
Cc1cccc(C)c1NC(=O)Nc1ccccc1 | 104
C#C[C@]1(O)CC[C@H]2[C@@H]3CC=C4c5sc(C)nc5CC[C@]4(C)[C@H]3CC[C@@]21C | 99
O=C(Nc1cc(C(F)(F)F)cc(C(F)(F)F)c1)Nc1ccc(OCc2nnc(-c3ccc(Cl)cc3)o2)c(F)c1 | 5.4*
O=C1C=CC(=O)N1Nc1ccccc1 | 89
COc1ccc2c(c1)/C(=C\c1c(-c3ccc(C)cc3)nc3ccccn13)C(=O)N2 | 23
Cc1ccc2c(c1)C(=O)/C(=C/c1ccc([N+](=O)[O-])cc1)S2 | 107
COc1ccc(-c2ccc(NC(=O)Nc3cccc(OC)c3)c(C)n2)cc1 | 73
Cc1cc(=O)n2c(-c3ccccn3)nc3c4ccccc4ccc3n12 | 98
CSc1ccc(C(=O)Nc2ccc3nnn(/C(C#N)=C/c4ccccn4)c3c2)cc1 | 6.8*
CC(=O)Oc1cc2ccccc2cc1C(C)C | 103
NC(=O)c1c(NC(=O)CSc2ccccc2)sc2c1CCC2 | 40
COc1ccc(/C(N)=N/C(N)=N/c2nc(-c3ccccc3)cs2)cc1 | 79
Cn1c(N2CCOCC2)nc(-c2ccco2)c(C#N)c1=O | 108
COc1ccc(C=CC(=O)c2ccc(-n3c(C)nc4c(cnn4-c4ccccc4)c3=O)cc2)cc1 | 45
CC1=Nc2ccccc2C(=O)OC2(C)c3c(C)nn(-c4ccccc4)c3N(C)C(=O)c3ccccc3N12 (stereo not drawn) | 106
C=C(Cl)CN(CC)CCO | 98
CCCCCCCCN(CCCCCCCC)CC(O)c1ccc2cc(Cl)c3ccccc3c2c1 (stereo not drawn) | 99
O=C(Nc1ccc2c(c1)Cc1cc([N+](=O)[O-])ccc1-2)C(F)(F)F | 64
COc1cc(C2=CC(c3ccc(C)cc3Br)N3C=CSC3=N2)cc(OC)c1OC (stereo not drawn) | 121
CCOC(=O)C1=C(C)NC(=O)NC1c1cnc(C(C)O)s1 (stereo not drawn) | 110
Cn1ccc2cc(NC(=O)Cn3cc(CN4CCOCC4)nn3)ccc21 | 97
Cc1ccc(S(=O)(=O)NC(=O)CCC(=O)Nc2ccc(F)cc2)cc1 | 107
N#CCCSC(=S)N1CCCCC1 | 95
N#C/C=C1/SCC(=O)N1CC(=O)N1CCN(c2cc3c(cc2F)c(=O)c(C(=O)O)cn3C2CC2)CC1 | 108
O=C1COCCN1c1ccc(NCc2cn(Cc3ccc([N+](=O)[O-])cc3)c3ccccc23)cc1 | 99
COc1cc(/C=C2\C(=O)NC(=O)N(c3ccc(Cl)cc3)C2=O)ccc1O | 88
CC1=CC(c2ccco2)=C(C#N)C(Cl)N1 (stereo not drawn) | 107
C=CCc1ccc(OCC(=O)Nc2ccc3oc(=O)ccc3c2)c(OC)c1 | 102
Cn1c(=O)c2[nH]c(NCc3ccc(Cl)cc3)nc2n(C)c1=O | 65
O=c1[nH]c(=S)[nH]cc1Oc1ccccc1 | 98
Brc1ccc2c(c1)c(-c1nc(-c3c[nH]c4ncccc34)cs1)cn2CCCN1CCCCC1 | 13
O=C1NCN(C2CCCCC2)CN1 | 103
COc1ccc(/C=C/C(=O)N2C(=O)c3ccccc3S2(=O)=O)cc1OC | 107
NC1=C(O)C(=O)C(c2c(Cl)cccc2Cl)O1 (stereo not drawn) | 82

19 neighbouring compounds from above, for reference:
SMILES | HL-60(TB)
C=C(Cl)CN(CC)CCO | 98
CCCCCCCCN(CCCCCCCC)CC(O)c1ccc2cc(Cl)c3ccccc3c2c1 (stereo not drawn) | 99
O=C(Nc1ccc2c(c1)Cc1cc([N+](=O)[O-])ccc1-2)C(F)(F)F | 64
COc1cc(C2=CC(c3ccc(C)cc3Br)N3C=CSC3=N2)cc(OC)c1OC (stereo not drawn) | 121
CCOC(=O)C1=C(C)NC(=O)NC1c1cnc(C(C)O)s1 (stereo not drawn) | 110
Cn1ccc2cc(NC(=O)Cn3cc(CN4CCOCC4)nn3)ccc21 | 97
Cc1ccc(S(=O)(=O)NC(=O)CCC(=O)Nc2ccc(F)cc2)cc1 | 107
N#CCCSC(=S)N1CCCCC1 | 95
N#C/C=C1/SCC(=O)N1CC(=O)N1CCN(c2cc3c(cc2F)c(=O)c(C(=O)O)cn3C2CC2)CC1 | 108
O=C1COCCN1c1ccc(NCc2cn(Cc3ccc([N+](=O)[O-])cc3)c3ccccc23)cc1 | 99
COc1cc(/C=C2\C(=O)NC(=O)N(c3ccc(Cl)cc3)C2=O)ccc1O | 88
CC1=CC(c2ccco2)=C(C#N)C(Cl)N1 (stereo not drawn) | 107
C=CCc1ccc(OCC(=O)Nc2ccc3oc(=O)ccc3c2)c(OC)c1 | 102
Cn1c(=O)c2[nH]c(NCc3ccc(Cl)cc3)nc2n(C)c1=O | 65
O=c1[nH]c(=S)[nH]cc1Oc1ccccc1 | 98
Brc1ccc2c(c1)c(-c1nc(-c3c[nH]c4ncccc34)cs1)cn2CCCN1CCCCC1 | 13
O=C1NCN(C2CCCCC2)CN1 | 103
COc1ccc(/C=C/C(=O)N2C(=O)c3ccccc3S2(=O)=O)cc1OC | 107
NC1=C(O)C(=O)C(c2c(Cl)cccc2Cl)O1 (stereo not drawn) | 82

Additional structures
SMILES | HL-60(TB)
CCOC(=O)C1=C2C(=O)[C@@]3(C)CC(=O)C[C@H]3C[C@H](C)[C@H]2CC[C@@H]1C | 96
CN(C)c1ccc(C(=NO)c2ccc(N(C)C)cc2)cc1 | 25
O=C1C=C(NCCN2CCOCC2)C(=O)c2c(OCc3ccccc3)cccc21 | 105
CC1=C(O)C(=O)CC1 | 112
CC/C(=C\c1ccc(Cl)cc1)[N+](=O)[O-] | 88
COc1ccc2cc(-c3nc4ccc(C)cn4c3NCc3ccco3)c(=O)[nH]c2c1 | 67
O=C(O)CNC(=O)CSc1nnc(-c2ccc(NC(=O)c3cccnc3)cc2)o1 | 104
CC(C)OC(=O)CCCCCC1CCCCC1 | 78
O=C1NC(=O)C(c2c[nH]c3ncccc23)=C1c1cccc2ccccc12 | 90
N#Cc1cc(-c2ccc3ncnc(N4CCc5cc(F)c(Cl)cc54)c3c2)cnc1N | 36
N#C/C(=C\c1ccc([N+](=O)[O-])s1)c1nc2cc(Cl)ccc2s1 | 45
O=C(O)Cc1ccc(I)cc1 | 105
O=S(=O)(NCCNc1nccc(-c2c(-c3cccc(F)c3)nc3occn23)n1)c1cccc2ccccc12 | 52
O=C(C(=O)N1CCCC1)c1ccc(OC2OC(COCc3ccccc3)C(OCc3ccccc3)C(OCc3ccccc3)C2OCc2ccccc2)cc1 (stereo not drawn) | 86
Cc1ncc(CO)n1C | 116
O=c1[nH]cc(Cc2ccccc2)c(=O)[nH]1 | 99
COc1ccc(/C=C/C(=O)/C=C/c2cc3ccccc3[nH]c2=O)cc1 | 63
CC(C)CNCC(=O)Nc1cccc(C(=O)OC(C)C)c1 | 104
COc1cc(/C=C2\CN(C)C/C(=C\c3cc(CN4CCCC4)c(O)c(OC)c3)C2=O)cc(CN2CCCC2)c1O | 43
O=c1oc2ccccc2cc1-c1csc(N2N=C(c3ccccc3)CC2c2ccccc2)n1 (stereo not drawn) | 99
O=C(CCCCCCSc1nc(-c2ccccc2)cc(-c2ccccc2)n1)NO | -33*
O=S(=O)(O)c1ccc(N=Nc2ccc(Nc3ccccc3)cc2)cc1 | 89
COC(=O)C(=O)/C=C(\O)c1cc2cc(OC)ccc2o1 | 82
COc1cc(C)c(OC)c2c1CCN(C)C2 | 102
COc1cc(OC)cc(C2=C3CC[C@@H]4[C@H](CC[C@]5(C)C(=O)CC[C@@H]45)C3=CC3C(O)c4cccnc4N4C(=O)COC234)c1 (stereo partly drawn) | 98
Cc1ccc(CSc2nc(-c3ccc(F)cc3)c(C#N)c(N3CCN(c4ccccc4)CC3)n2)cc1 | 96
NC1=Nn2c(CCC(=O)c3nc4ccccc4[nH]3)nnc2SC1 | 106
CCCS(=O)(=O)Oc1ccc(NC(=O)C2CCCCC2)cc1 | 98
O=C(CN1C(=O)S/C(=C\c2ccc(Cl)cc2)C1=O)Nc1ncc(Cc2ccccc2)s1 | 100
FC(F)(F)c1cc(N2CCCCC2)nc(NCCCNc2ccnc3cc(Cl)ccc23)n1 | 42
Cc1ccc2nc(-c3ccc(N4C(=O)/C(=C/c5ccc(F)cc5)N=C4c4ccccc4)cc3)sc2c1 | 65
Cc1ccccc1N=C(N)N | 108
Cc1cc(Cl)c(N)c([N+](=O)[O-])c1 | 103
COc1cccc(-c2nn(-c3ccccc3)cc2-c2ccnc(NCCNS(=O)(=O)c3ccc(Cl)cc3)c2)c1 | 7.1*
Cn1c(=O)c(C#N)c(-c2ccccc2)n2c(=S)n(CN(CCO)CCO)nc12 | 103
Nc1c(C(=O)Nc2ccc(C(F)(F)F)cc2)sc2nc(-c3cnccn3)cc(-c3cccs3)c12 | 52
Cn1c(COC(=O)NCCN2CCOCC2)nc2c(N3CCOCC3)nc(Cl)nc21 | 101
CCCCCc1ccc(S(=O)(=O)Nc2cc(-c3csc(NC(=O)CN4CCN(CCO)CC4)n3)ccc2OC)cc1 | -41*
COP(C)(=O)/C(Cc1ccccc1)=N\O (stereo not drawn) | 99
O=C(Nc1ccc(O)c([N+](=O)[O-])c1)Nc1ccc(O)c([N+](=O)[O-])c1 | 89
CCCCOc1nc2ccc(C)cc2cc1/C=C/C(=O)/C=C1/CC(c2cc3cc(C)ccc3nc2OCCCC)Nc2ccccc2N1 (stereo not drawn) | 113
COC(=O)c1nn2c(c1C(=O)OC)CC(c1ccccc1)N(S(=O)(=O)c1ccccc1)C2 (stereo not drawn) | 142
O=S(=O)(NCCCNc1cc(-c2c(-c3cccc(O)c3)nc3sccn23)ccn1)c1c(Cl)cccc1Cl | 51
COC(=O)C1(CS(C)(=O)=O)NC(=S)NC(=O)C1C#N (stereo not drawn) | 100
O=C(NNC(=S)Nc1ccc([N+](=O)[O-])cc1)c1ccc(NC(=O)c2ccccn2)cc1 | 100
CC(CC(=O)c1ccccc1)=NCCN(C)C | 100
C(=N/OCc1ccccc1)/c1ccncc1 | 188
CC1C(=O)CCCC1=O | 118
CSc1nc(N)n(/N=C(\C)c2ccccn2)c(=O)c1C#N | 85
O=Cc1c(OCc2cnnn2CC(=O)Nc2cccc3ccccc23)ccc2ccccc12 | 107
COc1ccc(-c2cc(-c3nnc(SCC(=O)Nc4ccc(C(=O)/C=C/c5cc(OC)c(OC)c(OC)c5)cc4)n3-c3ccccc3)c3ccccc3n2)cc1 | 98
COc1cc(-c2nc(SCCC(C)C)nc(N3CCCCC3)c2C#N)cc(OC)c1OC | 65
Nc1n[nH]c2cccc(C#Cc3cccc(NC(=O)c4cccc(OC(F)(F)F)c4)c3)c12 | 18
COC(=O)c1nc(N)nc(C(=O)OC)c1C(=O)C(C)C | 100
COc1ccc(CNc2ncnc3sc(-c4ccc(NC(C)=O)cc4)cc23)cc1 | 103
O=C(CN1C(=O)c2ccccc2C(=O)N(Cc2ccc(Cl)cc2)C2CCCCC21)NC12CC3CC(CC(C3)C1)C2 (stereo not drawn) | 92
CCCC1(CCC)NC(=O)NC1=O | 102
NC(=S)N/N=C1\c2ccccc2-c2c(F)c(F)c(F)c(F)c21 | 44
O=[N+]([O-])c1cc2c(cc1O)OCO2 | 100
CC1(C)[C@H](O)CC[C@]2(C)[C@@H]1CC[C@@]13C[C@@H](CC[C@H]12)[C@H](C=O)C3 | 96

Going on with the list.
SMILES | HL-60(TB)
O=C1OC2(OC(=O)c3ccccc32)Oc2cc([N+](=O)[O-])ccc21 (stereo not drawn) | 92
CC(C)(C)OC(=O)NC1CCN(Cc2ccc3c(Cl)cc(Cl)c(O)c3n2)CC1 | 38
NC(=O)CCC(NC(=O)CF)C(=O)O (stereo not drawn) | 99
CSC(=S)O[C@@H]1CC(C)(C)CC2C3=CCC4[C@@]5(C)CCC(O)C(C)(C)C5CC[C@@]4(C)[C@]3(C)CC[C@]21C(=O)O (stereo partly drawn) | 105
O=C(NO)c1ccc(NC(=O)c2nc(-c3ccccc3)n(-c3ccccc3)n2)cc1 | 83
NS(=O)(=O)Oc1ccc(NC(=O)c2ccc3ccccc3c2)cc1 | 84
COc1ccc2nc(NNC(=O)c3cnccn3)c3cccn3c2c1 | -27*
O=c1[nH]c2ccccc2c(-c2ccccc2)c1O | 87
COc1cc2c(c(NC(C)=O)c1)N(C(C)=O)CCC2 | 110
COC(=O)CCN1CCN(c2ccccc2C)CC1 | 123
CC(C)[C@@H]1CC[C@@H](C)C[C@H]1OC(=O)c1ccccc1 | 102
O=C(N/N=C/c1ccc(Cl)cc1)c1ccc2cccc(O)c2n1 | 88

Two of the compounds above, with tabs:
smiles	HL-60(TB)
CC(C)[C@@H]1CC[C@@H](C)C[C@H]1OC(=O)c1ccccc1	102
O=C(N/N=C/c1ccc(Cl)cc1)c1ccc2cccc(O)c2n1	88

(next part)
SMILES | HL-60(TB)
COc1cccc(/C=C/C(=O)c2ccccc2)c1 | 92
Cc1cc2c(s1)CCCC1CC(=O)N(CN3CCN(c4ccccc4F)CC3)N=C21 (stereo not drawn) | 98
C=C(C)[C@@H]1CC=C2c3sc(-c4cccc(OCC)c4)nc3C[C@@H](C)[C@]2(C)C1 | 111
COc1ccc(C2C=C(C)N=C3SC=NN32)cc1 (stereo not drawn) | 100
CC(=O)c1sc(/N=C2\NC(=O)/C(=C/c3ccc(F)cc3)S2)nc1C | 93
N#CC(C#N)=Cc1ccco1 | 111
O=C(N/N=C/c1ccc(Cl)cc1)c1[nH]c2ccc(Cl)cc2c1-c1ccccc1 | 13
CCCOC(=O)c1ccc(Cl)c(Cl)c1 | 102
Cn1c(N)ccnc1=O | 91
CCOC(=O)C(CCC(=O)O)NC(=O)OCc1ccccc1 (stereo not drawn) | 127
CC(=O)N1CCNc2nc(N)[nH]c(=O)c21 | 105
O=C(N/C(=C/c1cn(-c2ccccc2)nc1-c1ccccc1)c1nc2ccccc2[nH]1)c1ccccc1 | 83

This is a subset (hit frequency here may not be typical).
